# Screening results from PubChem.
# BRCT PPI green: qHTS Assay for Inhibitors of BRCT-Phosphoprotein Interaction (Green Fluorophore); AID 875, 2007; Potency, µM (series often up to 76.9 µM), inactives show at the top dose activity change, negative = inhibition, usual class: inhibitors; 75,000 tested, 0.05% active; BRCA1 BRCT-phosphopeptide binding, green fluorescence polarization;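 also: potency is read from the fitted curve at half-maximal effect; plate controls were peptide without protein for full effect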
#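 Compounds were incubated for 12 min at room temperature with a complex of 100 nM fluorescein-tagged pBACH1 decapeptide and 250 nM His-tagged BRCT protein. Buffer was phosphate pH 7.3 with EDTA, DTT and Tween 20. Disruption of binding lowers the polarization signal.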
# Ub-GFP proteasome: Ubiquitin-GFP Assay. Ubiquitin-GFP reporter cells, proteasome inhibition, GFP fluorescence; response scale: untreated = 0%, 10 µM MG-132 = 100%. Potency, µM (doses to about 45.9 µM), without a hit: at the top dose activation (GFP accumulation), actives largely listed as activators. 67,000 tested, under 10 active. AID 526, 2006; active = well fitted activation curve with a large enough effect, not every such curve was filed as active; inconclusive = small, poorly fitted or top-dose-only effect, or another doubt; inactive = no such curve, though single readings can be large or run the other way; also: potency is read from the fitted curve at half-maximal effect
#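 U2OS cells stably expressing ubiquitin(G76V)-GFP, seeded overnight in 0.5% FBS medium, were exposed to compounds (qHTS, 46 uM to 2.9 nM) for 4 hr at 37 °C. GFP-positive cells were counted by laser cytometry (488 ex/515 em), normalized between basal and 10 uM MG-132.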
# 4MU fluor: qHTS Assay for Spectroscopic Profiling in 4-MU Spectral Region | compound autofluorescence, 340/450 nm, 4-MU equivalents; stronger effect = higher value | max dye-equivalent concentration, M | 59,000 tested, 11% active; in the data active = max dye-equivalent concentration above about 10 nM; inconclusive = mostly about 1.1 nM to 9.6 nM
#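 Compounds in 100 mM Tris, pH 8.0, incubated 15 min at room temperature, then fluorescence read at 340 nm excitation/450 nm emission. Signal converted to 4-MU dye-equivalent concentration using an on-plate six-point 4-MU standard curve.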
# CRE Fsk mod: Cell signaling CRE-BLA (Fsk stim); CHO CRE-bla reporter (cAMP response element driving beta-lactamase), forskolin EC10, beta-lactamase ratio; Potency, µM (doses to about 38.2 µM), for inactives: at the top dose activity change, negative = inhibition, most hits filed as activators; 71,000 tested, 2.5% active; AID 662, 2007; active = well fitted activation curve with a large enough effect in the signal ratio, with a control signal flat, not every such curve was filed as active; inconclusive = small, poorly fitted or top-dose-only effect, or effect the other way, or a change in a side signal; the % refers to the signal ratio; also: potency is read from the fitted curve at half-maximal effect; % of control where 0% means no effect
#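 Modulation of forskolin signalling: compounds in titration series added with EC10 NKH 477 to CHO cells carrying a CRE-driven beta-lactamase reporter, 3 h, 37C. CCF4 FRET ratio (460/530 nm, ex 405 nm) gives %activity and AC50.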
# BRCT PPI red: qHTS Assay for Inhibitors of BRCT-Phosphoprotein Interaction (Red Fluorophore) | 75,000 tested, 0.03% active | BRCT-phosphopeptide binding, red fluorescence polarization | Breast cancer type 1 susceptibility protein (Homo sapiens), P38398 | AID 892, 2007 | Potency, µM (highest dose often 76.9 µM), for inactives: top-dose activity change, negative = inhibition, usual class: inhibitors; also: % is scaled to controls: 0 for no effect and ±100 for the full control effect
#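 Fluorescence polarization: 100 nM His-tagged BRCA1 BRCT with 100 nM TAMRA-labelled phospho-BACH1 decapeptide, phosphate buffer pH 7.3 with 150 mM NaCl, DTT, 0.01% Tween 20; 12 min RT. Binding inhibition seen as FP decrease.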
# A350 fluor: qHTS Assay for Spectroscopic Profiling in A350 Spectral Region; Compound autofluorescence, 340/450 nm, Alexa 350 dye-equivalents; stronger effect = higher value; 59,000 tested, 11% active; max dye-equivalent concentration, M; AID 590, 2007; in the data active = max dye-equivalent concentration above about 10 nM; inconclusive = mostly about 1.1 nM to 9.6 nM
# Pol III holo inh: qHTS Assay for Inhibitors of DNA Polymerase III Holoenzyme System. reconstituted DNA polymerase III holoenzyme replication, biochemical. Potency, µM (top dose mostly 57.1 µM), for the others: at the top dose activity change, negative = inhibition. 71,000 tested, 0.25% active; also: potency is read from the fitted curve at half-maximal effect; % is scaled to controls: 0 for no effect and ±100 for the full control effect
#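 Reconstituted *E. coli* holoenzyme (0.35 nM Pol III, 1 nM beta, 154 nM SSB, 2 nM primase) was preincubated with compound for 15 min at RT. Synthesis on 1.4 nM ssM13Gori ran 35 min, then was stopped with PicoGreen/EDTA and read as dsDNA fluorescence.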
# 15-hLO inh: qHTS Assay for Inhibitors of 15-hLO (15-human lipoxygenase); AID 887, 2007; Potency, µM (doses to about 57.1 µM), without a hit: top-dose activity change, negative = inhibition, actives largely listed as inhibitors; 74,000 tested, 1.4% active; Polyunsaturated fatty acid lipoxygenase ALOX15 (Homo sapiens), P16050; purified 15hLO-1, xylenol orange hydroperoxide absorbance; also: potency is read from the fitted curve at half-maximal effect; % is scaled to controls: 0 for no effect and ±100 for the full control effect; nearly all actives have a fitted effect of over 55% in size
#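 Purified human 15hLO-1 (40 nM) in 25 mM Hepes pH 7.5, 0.01% Triton X-100, preincubated 15 min RT with compound, then 50 uM arachidonic acid for 6 min. Hydroperoxide read by ferrous/xylenol orange, 30 min; 573/405 nm absorbance ratio gave progress.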
# Hsp90 Hop PPI: qHTS Assay for Disrupters of an Hsp90 Co-Chaperone Interaction; Hsp90 C-terminal peptide / TPR2A (Hop) interaction, human; AlphaScreen TPR2A-His6 binding biotin-Hsp90 C-terminal peptide; Potency, µM (doses to about 57 µM), without a hit: at the highest dose activity change, negative = inhibition; 71,000 tested, 0.44% active; AID 595, 2007; active = well fitted curve in either direction with a large enough effect; inconclusive = small, poorly fitted or top-dose-only effect, or another doubt; also: potency is read from the fitted curve at half-maximal effect; % is scaled to controls: 0 for no effect and ±100 for the full control effect; many of its hits are not listed in these tables
# HBB splice mod: qHTS Assay for Modulators of Hemoglobin Beta Chain Splicing; HBB splicing reporter cell assay, activation; EGFP reporter with mutant IVS2-654 intron; response scale: normalised to 500 nM splice-correcting PNA; Potency, µM (titrated, usually from 46.1 µM), for the others: at the highest dose activation, usual class: activators; 65,000 tested, 0.06% active; AID 925, 2007; also: potency is read from the fitted curve at half-maximal effect; 0% is about no effect
#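 HeLa cells stably expressing EGFP interrupted by mutant beta-globin intron 2 (IVS2-654), 500/well in 2% FCS. Treated with compound for 2 days at 37C. Splicing correction scored as total well GFP intensity (488 nm excitation, 500-520 nm emission); 500 nM antisense PNA served as control.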
# Epigenetic mod: qHTS Assay for Epigenetic Modulators; mouse C127i GFP locus derepression, cytometry, 30 h; Potency, µM (doses to about 46.1 µM), without a hit: top-dose GFP derepression (activation); 68,000 tested, 0.09% active; AID 597, 2007; also: % of control where 0% means no effect
#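 Locus derepression in mouse mammary C127i cells whose integrated CMV-GFP reporter is normally silent; GFP expression after 30 h compound treatment was quantified by counting fluorescent cells.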
# * marks the source's active call; other numbers are inactive results; i = inactive; ? = inconclusive; . = not tested or not shown; [ ] = another dose, or the depositor's remark. Unless noted, calls follow the shape of the dose curve; as a rule, active = well fitted curve in the direction sought with a large enough effect; inconclusive = small, poorly fitted or top-dose-only effect, or another doubt; inactive = no such curve, though single readings can be large; an effect the other way counts as inactive or inconclusive.
SMILES,BRCT PPI green,Ub-GFP proteasome,4MU fluor,CRE Fsk mod,BRCT PPI red,A350 fluor,Pol III holo inh,15-hLO inh,Hsp90 Hop PPI,HBB splice mod,Epigenetic mod
NC(=O)CSCc1c(Cl)cccc1Cl,-3.2%,3.9%,i,-3.4%,-1.1%,i,-2.1%,7.3%,-2.2%,-0.4%,0.0%
O=C(O)C1CCCN1C(=O)c1cncc(Br)c1 (configuration not stated),-0.9%,7.4%,.,-4.0%,0.7%,.,-2.0%,-1.1%,-2.3%,0.0%[9.22 µM],-2.2%
O=C(Nc1cccs1)NC1CCCC1,-1.5%,-8.2%,i,?,-0.6%,i,-1.9%,12.6µM*,-20.9%,-1.9%,-2.2%
CCCCOc1ccccc1NC(=O)C=C(C)C,-2.0%,-1.6%,i,6.9%,0.1%,i,-0.3%,2.2%,8.3%,-1.0%,-4.2%
CCOC(=O)N1CCN(C(=O)CSc2ncnc3ccccc23)CC1,0.0%,4.3%,.,-7.1%,0.9%,.,-4.7%,0.1%,-1.9%,0.8%,-1.6%
CN(C)C=NC(=O)/C(C#N)=C1\CCc2ccccc2N1,1.5%,11.8%,.,0.0%,1.6%,.,-3.6%,7.94µM*,-4.8%,2.2%,-1.8%
O=C1NC(=O)C2C3c4ccccc4C(c4ccccc43)C12 (configuration not stated),-1.0%,0.0%,i,0.5%,0.2%,i,-3.0%,-10.7%,-3.6%,-0.3%,1.0%
c1ccc(CCc2nc(-c3cccnc3)no2)cc1,0.0%,-0.4%,i,10.8%,1.9%,i,-2.0%,6.6%,-2.5%,-1.7%,0.0%
Cc1cc2c(cc(C(=O)O)n2C)s1,-1.4%,-12.9%,?,?,0.2%,?,-7.9%,-20.6%,-15.0%,-2.5%,0.1%
Cc1cccc(NC(=O)CN(C)S(=O)(=O)c2cnc[nH]2)c1,-0.2%,19.8%,i,?,0.0%,i,-1.7%,-0.9%,3.5%,1.3%,1.2%
CCN(CC)S(=O)(=O)c1cccc(S(=O)(=O)c2cccc(S(=O)(=O)N(CC)CC)c2)c1,-0.9%,-13.6%,.,?,-1.0%,.,-2.3%,0.2%,9.5%,-0.2%,-3.8%
CN(C)C(=O)N1CCN(C(=O)c2ccccc2Sc2ccccc2C#N)CC1,-0.8%,10.0%,i,?,0.5%,i,-1.4%,8.9%,-4.3%,-1.3%,-1.1%
CCCCCn1c(=O)[nH]c2cc(C(=O)NCc3ccc4c(c3)OCO4)ccc2c1=O,-2.4%,-1.9%,1.33e-08M*,-5.4%,3.1%,1.21e-08M*,-3.0%,-2.6%,-1.9%,-0.7%,-2.3%
Cc1cc(N2CCOCC2)c2c(N)c(C)cc(C)c2n1,-0.5%,1.3%,i,1.7%,0.6%,i,-6.5%,2.4%,-6.8%,-2.0%,8.6%
Cn1c(=O)[nH]c(=O)c2c1nc(NC1CCCCC1)n2Cc1ccccc1,-0.4%,-1.0%,i,11.1%,-1.2%,i,-1.3%,-1.0%,-1.0%,1.5%,0.0%
Cc1ccc(CNC(=O)CSc2nc3ccccc3c(=O)n2CCCO)cc1,-3.9%,3.5%,i,-2.4%,1.8%,i,-2.1%,-8.4%,-3.6%,-2.7%,-2.3%
CCOC(=O)N1CCN(C(=O)C2CCCN(c3ncnc4c3sc3cccc(F)c34)C2)CC1 (configuration not stated),-0.7%,2.7%,?,?,1.0%,?,-2.7%,3.7%,-3.3%,-1.0%,0.0%
CN1C(=O)C(O)(CC(=O)c2ccccn2)c2cc(Br)ccc21 (configuration not stated),1.4%,-6.0%[9.17 µM],.,?,-0.7%,.,1.0%[11.4 µM],-5.3%[11.4 µM],-6.5%[11 µM],-0.6%[0.0738 µM],0.0%
CCCCCSc1nnc(C)c(=O)[nH]1,0.4%,21.7%,i,?,-0.1%,i,-6.5%,10.3%,0.0%,-0.1%,1.4%
CC(C)(C)OC(=O)N1CCC[C@H]1C(=O)NCC1CCC(C(=O)O)CC1 (some centres not stated),-2.2%,0.0%,i,-1.6%,1.3%,i,2.6%,8.0%,-0.7%,0.4%[57.5 µM],-2.2%
COc1ccccc1-c1nnc(SCC(=O)N2CCOCC2)o1,-1.4%,2.9%,.,-7.3%,-0.4%,.,-1.0%,7.5%,-4.4%,-0.4%,-1.6%
c1ccc(-c2cccc(N3CC[C@@]4(CCCNC4)C3)c2)cc1,-1.1%,-2.2%,i,18.7%,0.6%,i,-9.3%,-18.4%,?,-3.0%,-0.2%[9.22 µM]
COc1ccc(-c2ccc(-c3noc(-c4ccccc4C)n3)c(OC)n2)cc1,-2.4%,-1.2%,8.78e-08M*,?,1.6%,1.15e-07M*,-1.5%,2.3%,1.7%,0.2%[57.5 µM],0.0%
CC(C)CC(/C(O)=C(\C#N)c1nc2ccccc2[nH]1)N1C(=O)c2ccccc2C1=O (configuration not stated),1.1%,7.7%,.,2.1%,-0.1%,.,-2.7%,-3.8%,-15.3%,-1.7%,-2.0%
CCOC(=O)C1=C(C)N(c2nonc2NC(C)=O)C(N)=C(C#N)C1c1ccccc1F (configuration not stated),-2.0%,-7.3%,i,-4.8%,0.1%,i,-1.3%,1.9%,-2.9%,-0.4%,1.8%
# Next section
SMILES,BRCT PPI green,Ub-GFP proteasome,4MU fluor,CRE Fsk mod,BRCT PPI red,A350 fluor,Pol III holo inh,15-hLO inh,Hsp90 Hop PPI,HBB splice mod,Epigenetic mod
CC(C)(C)NC(=O)NC(=O)COC(=O)C1CC(=O)N(Cc2ccccc2)C1 (configuration not stated),-2.8%,-0.8%,i,-1.7%,-3.9%,i,-3.5%,5.5%,-10.1%,-1.8%,-2.6%
CCCCC(=NCCO)C1=C(O)C(C(=O)OC)C(C)(C)CC1=O (configuration not stated),-4.7%,-6.7%,?,?,-2.1%,?,-2.5%,4.5%,-2.9%,0.0%,0.0%
Cc1cc2c(c(=O)n1Cc1ccc3c(c1)OCO3)C(c1cccnc1)C(C#N)=C(N)O2 (configuration not stated),1.6%,.,i,?,0.1%,i,-7.0%,8.1%,-1.0%,-1.3%[0.369 µM],-2.1%
Oc1ccc(Cl)cc1CNCC1CCCO1 (configuration not stated),-1.9%,-0.3%,?,-6.7%,0.4%,?,-0.3%,-12.7%,-5.9%,0.8%[57.5 µM],1.0%
Cc1occc1C(=O)NCc1ccccn1,-0.5%,-5.0%,i,-22.7%,-0.8%,i,-6.8%,12.5%,-10.3%,-0.1%,1.6%
O=C(NC1CCCCCC1)C1CC(=O)N(Cc2ccccc2)C1 (configuration not stated),-0.9%,2.9%,?,1.4%,0.1%,?,-1.3%,-4.6%,-1.6%,2.0%,-1.2%
CCCCn1cnc2c(c(CC#N)nn2-c2ccccc2)c1=N,0.4%[15.4 µM],-5.5%[9.17 µM],i,?,-1.7%[15.4 µM],i,-6.4%[11.4 µM],-3.9%[11.4 µM],-7.1%[11 µM],1.6%[9.22 µM],0.0%[9.22 µM]
O=C(OCC(CO)OC(CO)n1ccc(=O)[nH]c1=O)c1ccccc1 (configuration not stated),-0.6%,-1.9%,i,-6.2%,-0.2%,i,0.2%,25.1%,-1.3%,-0.1%,3.2%
Cc1ccc(S(=O)(=O)N2CCC(C(=O)OC(C)C(=O)NCc3ccc4c(c3)OCO4)CC2)cc1 (configuration not stated),0.4%,1.0%,i,?,-2.1%,i,-0.6%,-7.6%,?,-2.9%,1.0%

# Molecules from the list above with a tert-butyl group (2):
SMILES,BRCT PPI green,Ub-GFP proteasome,4MU fluor,CRE Fsk mod,BRCT PPI red,A350 fluor,Pol III holo inh,15-hLO inh,Hsp90 Hop PPI,HBB splice mod,Epigenetic mod
CC(C)(C)OC(=O)N1CCC[C@H]1C(=O)NCC1CCC(C(=O)O)CC1 (some centres not stated),-2.2%,0.0%,i,-1.6%,1.3%,i,2.6%,8.0%,-0.7%,0.4%[57.5 µM],-2.2%
CC(C)(C)NC(=O)NC(=O)COC(=O)C1CC(=O)N(Cc2ccccc2)C1 (configuration not stated),-2.8%,-0.8%,i,-1.7%,-3.9%,i,-3.5%,5.5%,-10.1%,-1.8%,-2.6%
